Bioassay records (PubChem BioAssay)
SIRT5 inh – sirtuin-5 (human) deacylase inhibition. Q9NXA8. Purified SirT5, succinyl-peptide AMC, trypsin-coupled fluorescence. inhibition, % at 15 µM. hit rate 1.1% among 330,000. AID 652115; in the data active = inhibition above about 15%; inconclusive = no clear call, values can overlap the other calls
Target sequence (Q9NXA8 whole entry, looked up): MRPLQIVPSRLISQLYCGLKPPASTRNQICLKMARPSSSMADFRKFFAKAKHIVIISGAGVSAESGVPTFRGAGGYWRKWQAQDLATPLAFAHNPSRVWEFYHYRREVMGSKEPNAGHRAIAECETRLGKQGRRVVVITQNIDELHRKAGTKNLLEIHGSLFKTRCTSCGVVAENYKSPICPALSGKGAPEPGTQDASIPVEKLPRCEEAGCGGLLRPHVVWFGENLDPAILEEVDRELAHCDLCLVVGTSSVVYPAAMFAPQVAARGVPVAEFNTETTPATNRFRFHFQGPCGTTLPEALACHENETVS
C2C12 statin – suppressors of simvastatin-induced myotoxicity in C2C12 myotubes; ATP luminescence, 48 h; scaled: DMSO 0, geranylgeraniol control 100; rescue of ATP level, % at 7.49 µM; hit rate 0.78% among 330,000;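 active = mean ATP rescue above about 67%, or every replicate alone reaching that limit, limit read from the data, passing the limit was not always enough; inconclusive = no clear call, values can overlap the other calls; inactive = mean under the limit and some replicate under it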;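 also: myotubes were challenged with 10 µM simvastatin during compound exposure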
LGR2 antag – Drosophila LGR2 receptor signaling inhibition | hit rate 0.35% among 380,000 | AID 720647 | inhibition, % at 9.99 µM | HEK293 LGR2, CRE-luciferase, bursicon-stimulated, 4 h;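 active = drop in luminescence signal, shown as inhibition above about 50% in the replicate tests, limit read from the data, passing the limit was not always enough; inconclusive = probably only some replicates passing the limit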;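 also: agonist challenge used bursicon conditioned medium at about half maximal strength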
esBAF inh – blocks esBAF chromatin remodeling in mouse ES cells | Bmi1-luciferase knock-in reporter, 24 h; 100% = twice the neutral-well signal | reporter increase, % at 12.5 µM | hit rate 2% among 350,000 | AID 602393; in the data active = activation above about 40%; inconclusive = no clear call, values can overlap the other calls;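 also: 0% = median of the plate's neutral control wells and 100% = double that signal; a rise in the Bmi1 reporter signal indicates esBAF inhibition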
CASP6 VEID inh – caspase-6 (human) enzyme inhibition. hit rate 0.53% among 350,000. purified caspase-6, Z-VEID-R110 cleavage fluorescence. inhibition, % at 12.5 µM. P55212;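 active = mean inhibition across replicates at least about 35%, with every replicate also reaching that limit, limit read from the data; inconclusive = only one of the two criteria met; inactive = neither criterion met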;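 also: 0% = median of neutral control wells and 100% = no fluorescence left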
Target sequence (P55212 24-179 limits assumed): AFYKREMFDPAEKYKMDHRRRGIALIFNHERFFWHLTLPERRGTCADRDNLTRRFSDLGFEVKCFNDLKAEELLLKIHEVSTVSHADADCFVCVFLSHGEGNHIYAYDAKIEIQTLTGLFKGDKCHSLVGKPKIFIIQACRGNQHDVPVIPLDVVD
Target sequence (P55212 194-293 limits assumed): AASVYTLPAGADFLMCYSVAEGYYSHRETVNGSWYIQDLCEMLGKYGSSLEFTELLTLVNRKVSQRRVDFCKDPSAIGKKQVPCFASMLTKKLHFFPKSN
FN deposition inh – fibronectin deposition inhibition | AH1F fibroblasts, Alexa488-fibronectin deposition fluorescence, overnight | inhibition, % at 12.6 µM | hit rate 0.086% among 350,000;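 active = mean inhibition across replicates of 30% or more, regardless of how many single replicates reach that level; inconclusive = mean under 30% yet at least half of replicates reach 30%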;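 also: positive control wells lacked labelled fibronectin entirely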
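Test system: AH1F fibroblast monolayer depositing Alexa488-labelled fibronectin into matrix. Input: 10000 cells per well. Technique: fluorescence, ex 485 nm, em 525 nm. Buffer or medium: DMEM plus 2% serum, read in PBS. Timing: 1 h cell adhesion before compound, then overnight fibronectin incubation. Compound: single dose, pinned. Read-out basis: inhibition from reduced deposited-fibronectin fluorescence.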
S100A4 MyoIIA – S100A4-myosin IIA interaction inhibition | S100A4/TAMRA-MyoIIA peptide fluorescence polarization | inhibition, % at 10.7 µM | AID 652163 | hit rate 0.14% among 360,000 | P26447;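 active = mean inhibition of at least 70% across replicates, with every replicate also reaching that level; inconclusive = mean inhibition reaches 70% but some replicates fall short; inactive = mean inhibition below 70%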
Target sequence (P26447 whole entry, looked up): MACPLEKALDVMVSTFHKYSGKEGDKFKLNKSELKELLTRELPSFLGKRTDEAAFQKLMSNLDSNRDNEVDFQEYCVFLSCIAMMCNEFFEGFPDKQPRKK
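Material: S100A4 monomer protein / Buffer or medium: 50 mM HEPES pH 7.2, 10 mM CaCl2, 100 mM KCl / Times: 5 min incubation before reading / Benchmarks: neutral control DMSO, positive control TFP / Reagent: labelled myosin peptide probe, 5 nM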
Starred values were filed as active, the others as inactive; ? = inconclusive; . = not tested or not shown; & = joins results of further samples. Some of the compounds tested; the hit share may differ from the screen's.

SMILES	SIRT5 inh	C2C12 statin	LGR2 antag	esBAF inh	CASP6 VEID inh	FN deposition inh	S100A4 MyoIIA
Cc1noc(C)c1S(=O)(=O)Nc1ccc2c(c1)C(=O)N([C@@H](C)CO)C[C@H](C)[C@H](CN(C)Cc1ccc(C(=O)O)cc1)OCCCC[C@H](C)O2	-3	.	-11	1	0	-41	-14
Cc1ccc2c(c1)-n1c(nc3ccc(Cl)cc3c1=O)C(CC(C)C)NC2=O (configuration not stated)	.	.	5	.	5	-3	6
O=C1CCN(Cc2ccccc2)CCN1[C@H](CSc1ccccc1)c1ccccc1	-2	5	0&-46	13	0	-7	-7&-4
CSc1ccccc1C(=O)NC1CCCc2ccccc21 (configuration not stated)	2	11	-4	-1	-2	2	-3
CCc1c(C)[nH]c(=S)c(C#N)c1C	.	16	.	0	.	4	.
COc1ccccc1Nc1nc(N)nc(CSc2nccn2C)n1	2	.	-18	.	2	7	-1
CC(C)n1c(O)c(N=NC(=O)C2COc3ccccc3O2)c2ccccc21 (configuration not stated)	-2	15	8	-2	0	.	1
Cc1csc(NC(CO)c2nc3ccccc3n2CCOCCO)n1 (configuration not stated)	.	-3	-4	-1	-1	4	14
c1ccc(CCNc2c3c(nc4ncnn24)CCC3)cc1	.	17	17	3	.	0	.
O=C(COc1ccccc1O)NCCN1CCOCC1	.	5	7	-7	2	9	10
O=C(CCCC(=O)OCC(Cl)=C(Cl)Cl)Nc1ccccc1F	-4	2	.	1	-1	-7	-2
C(=C\c1ccccc1)/CN1CCN(C(c2ccnc3ccccc23)c2nnnn2-c2ccc3c(c2)OCCO3)CC1 (configuration not stated)	.	-4	-20	-1	0	8	0
O=C1NC2=C(C(=O)CCC2)C(c2cccc([N+](=O)[O-])c2)N1 (configuration not stated)	-4	-2	.	-1	38*	7	0
O=C(Nc1cccnc1)c1cc2cc(Br)ccc2oc1=O	3	.	-13	.	2	-6	-4
C=CCn1c(COc2cccc(C)c2)nnc1SCC(=O)NC(=O)NCc1ccco1	-1	-13	12	6	12	.	0
O=C(Nc1ccccc1Cl)c1cc(C2CCCCN2S(=O)(=O)c2ccccc2)on1 (configuration not stated)	-1	-9	10	-7	-1	7	-2
COc1ccc(-c2cc(NC(=O)Cc3c[nH]c4ccccc34)ccc2Nc2cccnc2)c(OC)c1	.	.	0	.	4	10	-3
COc1ccc(C)cc1NC(=O)C(C)N1CCOCC1 (configuration not stated)	-4	4	6	2	4	-2	-7
CC(=O)N1CCN(c2ccc([N+](=O)[O-])c(-n3nc(C)cc3C)c2)CC1	14	-15	-3	5	1	4	-1
C[C@H](CO)N1C[C@H](C)[C@@H](CN(C)Cc2ccccc2)Oc2ccc(NC(=O)C3CC3)cc2C1=O	-3	-24	.	1	-2	.	16
COc1ccc(S(=O)(=O)N(C)C[C@@H]2OCCCC[C@H](C)Oc3ccc(NS(=O)(=O)c4ccc(F)cc4)cc3C(=O)N([C@@H](C)CO)C[C@H]2C)cc1	17*	0	10	10	1	-1	-1
CC(=O)N1[C@H](CO)[C@H](c2ccccc2)[C@H]1CNC(=O)c1ccncc1	1	.	-4	.	3	-18	-15
CCOC(=O)C1=C(c2ccccc2)NC(SC)=C(C#N)C1c1cccnc1 (configuration not stated)	1	.	2	.	1	-5	-9
O=C(C[C@@H]1C=C[C@H](NS(=O)(=O)c2ccc(F)cc2)[C@H](CO)O1)NC1CCCCC1	1	0	6	11	0	.	2
CCCN1CNc2c(c(=O)[nH]c(=S)n2-c2ccccc2Cl)C1	0	.	-16	.	1	-4	-4

Part of the list above, in CSV form:
Structure,SIRT5 inh,C2C12 statin,LGR2 antag,esBAF inh,CASP6 VEID inh,FN deposition inh,S100A4 MyoIIA
O=C(Nc1cccnc1)c1cc2cc(Br)ccc2oc1=O,3,.,-13,.,2,-6,-4
C(=C\c1ccccc1)/CN1CCN(C(c2ccnc3ccccc23)c2nnnn2-c2ccc3c(c2)OCCO3)CC1 (configuration not stated),.,-4,-20,-1,0,8,0
CCc1c(C)[nH]c(=S)c(C#N)c1C,.,16,.,0,.,4,.

(next part)
SMILES	SIRT5 inh	C2C12 statin	LGR2 antag	esBAF inh	CASP6 VEID inh	FN deposition inh	S100A4 MyoIIA
COc1ccc(NC(=O)N[C@@H]2CC[C@H](CCn3cc(-c4ccc(F)cc4)nn3)O[C@@H]2CO)cc1	2	9	7	-1	0	3	-3
Oc1ccccc1NCC(O)Cn1ccc2ccccc21 (configuration not stated)	.	7	.	-1	.	-19	.
CCc1ccc(C(=O)COC(=O)CNC(=O)Cc2ccccc2)cc1	-2	4	-9	-5	1	5	-5
Cc1ccc(C(O)c2ncc(-c3ccc(Cl)cc3)[nH]2)c(C)c1 (configuration not stated)	.	9	12	0	1	3	-2
CC(C)C(C)NC(=O)CSc1nnc(-c2c[nH]c3ccccc23)o1 (configuration not stated)	.	.	-1	.	-2	7	0
FC(F)(F)c1nc2ccccc2[nH]1	-3	.	9	.	0	-12	15
O=C(C[C@H]1C=C[C@H](NC(=O)C2CCC2)[C@H](CO)O1)NCc1ccncc1	-5	-4	0	-4	-1	-7	2
O=C(OCc1ccc([N+](=O)[O-])cc1)c1cc(S(=O)(=O)N2CCCCC2)ccc1N1CCOCC1	2	.	-1	.	1	-2	-3
Cc1ccc(OCCOCCN2CCN(C)CC2)c(C(C)(C)C)c1	0	-1	-4	-10	8	-1	1
CO[C@H]1CN(C)C(=O)c2cc(NC(=O)c3ccno3)ccc2OC[C@H](C)NC[C@@H]1C	8	15	-3	-6	-7	-5	-29
Cc1nn(-c2ccccc2)c(C)c1/C=N/NC(=O)c1cc(C(C)(C)C)[nH]n1	.	-69	4	4	.	.	.
O=C(CN1CCOCC1)N1[C@H](CO)[C@H]2c3ccccc3NC[C@H]21	-2	17	-2	-5	0	4	12
Clc1ccc2c(c1)C1OCCC1C(c1ccco1)N2 (configuration not stated)	.	?	.	40	.	4	.
COc1ccc(S(=O)(=O)NC(C)C(=O)NCc2cccnc2)cc1Cl (configuration not stated)	-2	-1	23	-3	-1	-1	3
O=C(Nc1ccc(F)cc1)c1cc2ccccc2o1	10	9	-57	47*	0	-2	-3
CC(=NCCCn1ccnc1)c1c(C)[nH]n(-c2ccc([N+](=O)[O-])cc2)c1=O	0	0	-10	27	-31	3	0
C=C(C)c1cccc(C(C)(C)NC(=O)Nc2nncs2)c1	-11	.	7	.	3	2	-1
COc1ccccc1S(=O)(=O)N[C@H]1CC[C@@H](CC(=O)N2CCOCC2)O[C@H]1CO	1	8	-4	-6	-2	.	7
C[C@@H]1CN([C@@H](C)CO)C(=O)c2cc(NS(C)(=O)=O)ccc2O[C@@H](C)CCCCO[C@@H]1CN(C)Cc1ccncc1	-2	-14	-10	3	-2	.	6
CCCCNC(=O)N1CCN(Cc2ccc(F)cc2)CC1	20*	.	-2	.	2	4	7
CCOC(=O)C1CCCN(C(=O)C2CCN(c3nnc(-n4cccc4)s3)CC2)C1 (configuration not stated)	-4	.	13	2	-3	-1	0
O=C(CSc1nnc(-c2ccncc2)o1)NCc1ccccc1	-1	.	-29	.	-3	4	-5
C[C@H]1CN([C@@H](C)CO)C(=O)c2cccc(NS(=O)(=O)c3ccccc3)c2O[C@@H]1CN(C)Cc1ccc(Oc2ccccc2)cc1	4	9	23	-2	-2	.	9
Cc1ccc(NC(=O)CCC(=O)N2CCN(S(=O)(=O)c3ccc(C)cc3)CC2)cc1	-3	1	-15	0	-1	4	-6
N#Cc1cccc(-c2ccc3c(c2)[C@H]2[C@H](CCN2S(=O)(=O)c2ccc(F)cc2)[C@H](CO)N3)c1	2	-26	11	0	13	6	-1

Remaining list, next part
SMILES	SIRT5 inh	C2C12 statin	LGR2 antag	esBAF inh	CASP6 VEID inh	FN deposition inh	S100A4 MyoIIA
COc1ccc(S(=O)(=O)N(C)C[C@@H]2OCCCC[C@H](C)Oc3ccc(NS(=O)(=O)c4ccc(C)cc4)cc3C(=O)N([C@@H](C)CO)C[C@@H]2C)cc1	20*	22	17	1	3	.	-5
Cc1cccc(Nc2ccc([N+](=O)[O-])cc2C(=O)O)c1	.	.	-20	.	4	-2	-1
C[C@H]1CN([C@@H](C)CO)C(=O)c2cc(Br)cnc2O[C@@H]1CN(C)C(=O)NC1CCCC1	9	.	8	-2	-1	-3	7
OC1CCN(C(=S)NCCc2ccccc2)CC1	.	-7	.	11	.	1	.
C[C@H](CO)N1C[C@H](C)[C@@H](CN(C)C(=O)C2CCOCC2)Oc2ncc(-c3ccccc3)cc2C1=O	21*	5	-16	3	1	.	3
CCc1ccc(CN(C)C(=O)CCc2nnc(CCc3cccc(OC)c3)o2)nc1	1	.	.	.	-5	3	-4
Cc1cccnc1NC(=S)Nc1ccc(F)cc1F	7	.	-74	.	6	6	0
CCOc1cc(S(=O)(=O)NC2CC2)c(OCC)cc1-n1cnnn1	.	-8	-1	-6	.	6	.
O=C(Cn1cnc2sc(-c3ccccc3)cc2c1=O)NCCc1ccccc1	-3	.	-24	.	-3	.	0
COc1ccc(S(=O)(=O)N2CCN(C(=O)c3cc(C4CC4)nn3-c3ccccc3)CC2)cc1OC	.	0	7	0	0	-8	14
O=C(C[C@H]1CC[C@@H]2[C@H](COC[C@H](O)CN2C(=O)Nc2ccc(C(F)(F)F)cc2)O1)NC1Cc2ccccc2C1	0	-21	5	6	1	-19	-6
COc1ccc(C(C(=O)NCC2CCCO2)N(C(=O)CNC(=O)c2ccco2)c2ccc(C)c(C)c2)cc1OC (configuration not stated)	-1	-2	8	-6	-2	-3	-3
C[C@@H]1CN([C@@H](C)CO)C(=O)c2cccc(NS(C)(=O)=O)c2O[C@@H]1CN(C)C(=O)NC1CCCCC1	-10	23	-11	4	-1	.	-7
CCC(=O)Nc1ccc2c(c1)C(=O)N(C)C[C@H](OC)[C@H](C)CN(CC1CC1)[C@@H](C)CO2	-1	-8	10	3	3	4	-2
Cn1cc(-c2csc(C(C)(O)c3cccc(F)c3)n2)cn1 (configuration not stated)	.	2	9	-1	7	-5	8
CS(=O)(=O)N1[C@H](CO)[C@@H](c2ccc(-c3ccccc3F)cc2)[C@@H]1C#N	.	9	-1	0	2	1	1
Cc1cccc2cc(-c3ccccc3)c(-c3ccccc3)c[n+]12	-2	.	3	.	13	-6	2
O=C(NCc1ccccc1F)[C@@H]1[C@@H](CO)[C@@H]2Cn3c(cccc3=O)[C@@H]2N1CC1CC1	7	6	-13	1	0	.	6
O=C(NCc1ccccc1)C1CCCN1S(=O)(=O)c1ccc(Cl)cc1 (configuration not stated)	0	37	-1	0	0	-2	-3
COc1ccccc1NC(=O)CSc1nc2ccccc2c(=O)n1CCNC(C)=O	13	14	-3	1	2	-13	1
C[C@H](CO)N1C[C@H](C)[C@H](CN(C)C(=O)c2ccc3c(c2)OCO3)Oc2cc(-c3cccnc3)ccc2S1(=O)=O	-4	-8	-10	6	-1	-10	2
Cc1ccc(C(=O)CN2C(=O)C(=O)N(Cc3ccccc3)C2=O)cc1	-6	.	-8	.	.	5	7
O=S(=O)(c1ccccc1)N1[C@@H]2CNC[C@H]1C2c1ccc(-c2cccc(F)c2)cc1 (some centres not stated)	3	.	4&-8	.	0&0	-5&5	-16&-11
O=C(NCc1nnc(SCC(=O)N2CCCCC2)o1)c1c(F)cccc1Cl	-2	-3	11	2	2	-5	4
O=S(=O)(NC1CCCCC1Nc1ccc(Cl)cc1)c1ccccc1 (configuration not stated)	-3	27	3	-3	2	-6	1
CS(=O)(=O)Nc1cccc(S(=O)(=O)N2CCN(C(=O)c3ccccc3)CC2)c1	-3	8	13	-9	2	0	5
